TEAD-YAP block: TEAD-YAP interaction inhibition | 1.4% of 640,000 active | inhibition, % at 9.12 µM | HEK-TIYL cells, TEAD-Gal4/YAP UAS-luciferase luminescence; in the data active = inhibition above about 32%;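 also: 0% = median of test compound wells and 100% = reference inhibitor wells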
FBW7 activator: activators of human E3 ligase FBW7; AlphaScreen FBW7–phospho-cyclin E peptide binding, activator screen; 0.13% of 650,000 active; normalized activity (activation), % at 26.1 µM; Q969H0; in the data active = normalized activity above about 1.9%;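 also: purified mutant Fbw7 with reduced substrate affinity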
MITF primary: inhibitors of human MITF; AlphaScreen MITF homodimerization, bead proximity signal; inhibition, % at 2.6 µM; 0.91% of 650,000 active; AID 1259374; in the data active = inhibition above about 50%;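 also: 0% = vehicle wells with protein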
Target sequence (O75030 whole entry, looked up): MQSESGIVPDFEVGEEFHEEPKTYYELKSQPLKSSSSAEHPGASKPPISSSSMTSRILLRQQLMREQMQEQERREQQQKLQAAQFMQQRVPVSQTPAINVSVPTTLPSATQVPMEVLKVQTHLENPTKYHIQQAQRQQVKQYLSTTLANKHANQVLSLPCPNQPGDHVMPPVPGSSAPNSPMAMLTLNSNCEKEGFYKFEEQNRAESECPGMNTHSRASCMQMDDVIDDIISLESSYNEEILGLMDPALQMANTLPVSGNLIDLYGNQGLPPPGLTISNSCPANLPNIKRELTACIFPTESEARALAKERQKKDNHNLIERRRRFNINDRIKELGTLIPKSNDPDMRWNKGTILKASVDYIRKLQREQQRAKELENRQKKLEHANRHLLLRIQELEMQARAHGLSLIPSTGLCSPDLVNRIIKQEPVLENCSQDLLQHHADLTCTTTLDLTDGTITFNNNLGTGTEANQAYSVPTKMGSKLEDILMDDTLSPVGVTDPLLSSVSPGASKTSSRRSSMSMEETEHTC
GPR151 ag: activates the human receptor GPR151. Q8TDV0. PathHunter beta-arrestin GPR151 cells, luminescence. activation, % at 11.2 µM. 1% of 650,000 active; in the data active = activation above about 4.9%;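 also: 0% = median of compound wells and 100% = cells with positive control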
Target sequence (Q8TDV0 whole entry, looked up): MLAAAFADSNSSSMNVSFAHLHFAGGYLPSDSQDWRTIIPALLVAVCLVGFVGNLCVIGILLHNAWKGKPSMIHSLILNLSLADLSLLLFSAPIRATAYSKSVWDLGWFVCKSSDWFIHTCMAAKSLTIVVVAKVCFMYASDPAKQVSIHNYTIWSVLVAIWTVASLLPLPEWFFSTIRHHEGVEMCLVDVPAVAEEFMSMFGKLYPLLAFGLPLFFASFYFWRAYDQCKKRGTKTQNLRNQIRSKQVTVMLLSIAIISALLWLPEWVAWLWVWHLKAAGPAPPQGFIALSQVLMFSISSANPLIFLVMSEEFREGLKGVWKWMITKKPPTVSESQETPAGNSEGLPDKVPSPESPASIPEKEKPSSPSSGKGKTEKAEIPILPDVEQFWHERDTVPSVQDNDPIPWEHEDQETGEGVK
The depositor's hits bear a star; . = no result given.

SMILES | TEAD-YAP block | FBW7 activator | MITF primary | GPR151 ag
CN(C)N1C(N)=C(C#N)C(c2cccs2)C2=C1CC(c1ccccc1)CC2=O (stereo not given) | 9.8 | -0.2 | -8.8 | -3.0
Fc1ccc2nc3c(nc2c1)c1cc(F)ccc1n3Cc1ccccn1 | 3.1 | 0.4 | -7.7 | -1.7
COC(=O)c1ccc(NC(=O)CCC(=O)O)cc1 | -1.0 | -0.1 | -0.8 | 1.3
N#CCSc1nnc(-c2cnccn2)n1Cc1ccccc1 | 4.9 | 0.2 | 19.3 | 0.5
CCc1ccc2oc(=O)cc(CN(CC)CCO)c2c1 | -3.9 | 0.0 | -24.3 | -1.9
Cc1ccc(C(CC(=O)c2ccco2)SCCO)cc1 (stereo not given) | -20.0 | 0.1 | 13.6 | -1.2
COc1ccc(C2NC(=S)NC(C)=C2C(=O)Nc2ccccn2)cc1OC (stereo not given) | -5.7 | 0.0 | 2.1 | 0.9
O=C(/C=C/c1ccc([N+](=O)[O-])s1)Nc1ccc(-c2nc3ccccc3[nH]2)cc1 | -7.7 | -0.1 | 1.5 | 0.1
CCOC(=O)c1cnc2cc(Cl)c(OC)cc2c1Nc1ccc(Br)cc1C | -2.3 | -0.1 | 11.5 | -0.1
CS(=O)(=O)n1nc(OC(=O)c2ccccc2Cl)cc1N | 8.3 | -0.1 | 7.7 | -1.0
CCOc1ccc(NC(=O)NC2CCCCC2)cc1 | -16.6 | -0.1 | -4.0 | 0.9
CCc1cccc(C)c1NC(=O)Cn1c(-c2ccccc2)noc1=O | 1.6 | 0.1 | 3.6 | 0.5
COC(=O)c1cc(COc2ccc3oc(C)c(C(=O)OC(C)C)c3c2)c(C)o1 | 3.8 | 0.0 | 16.1 | 1.8
Cc1cc(NC(=O)/C=C/C(=O)O)ccc1NC(=O)c1cccs1 | 1.2 | -0.1 | 8.2 | 0.2
Cc1ccc(N=Cc2cc(-c3ccccc3)sc2O)c(C)c1 | -9.2 | 0.0 | 10.7 | 0.7
CCOC(=O)N1CCN(C(=O)/C(=C\c2ccc3c(c2)OCO3)NC(=O)c2cccs2)CC1 | 1.2 | 0.2 | 5.2 | 0.3
N#Cc1ccc(NC(=O)C2CCCCC2C(=O)O)cc1 (stereo not given) | 5.1 | 0.1 | -17.5 | -1.5
COc1ccc(N(CC(=O)Nc2cccc(F)c2)S(C)(=O)=O)cc1OC | 11.0 | -0.1 | 0.7 | 3.5
CCCCCC(=O)CC[C@H]1C(=O)C=C[C@@H]1C/C=C\CCCC(=O)O | . | . | 4.8 | -1.0
CCCCN(CC)C(=O)c1sc2ncn(CC(=O)N3CCOCC3)c(=O)c2c1C | 6.6 | 0.0 | 4.3 | 0.6
O=C(COc1c(-c2ccco2)oc2ccccc2c1=O)Nc1ccccc1 | 2.8 | 0.2 | 8.4 | 0.4
O=C(CCC1CCCC1)Nc1nc(-c2ccc(Cl)c(Cl)c2)cs1 | -6.2 | 0.2 | 13.6 | 0.7
O=C(Cn1cc([N+](=O)[O-])cn1)Nc1ccc(F)cc1 | 6.1 | 0.1 | -4.1 | -0.7
COC(=O)c1ccc(NC(=O)c2ccc(-c3cc(Cl)ccc3Cl)o2)cc1 | -1.9 | 0.2 | 6.5 | 1.1
O=C(CN1C(=O)c2ccc([N+](=O)[O-])cc2C1=O)Nc1ccccc1[N+](=O)[O-] | 1.5 | -0.1 | -1.8 | -0.5
Remaining list, next part:
SMILES | TEAD-YAP block | FBW7 activator | MITF primary | GPR151 ag
COc1cc([N+](=O)[O-])ccc1N=Cc1nc(-c2ccc(C)cc2)oc1O | 1.2 | -0.1 | -1.6 | -0.7
Cc1ccc(S(=O)(=O)NCCOC(=O)Nc2sc(=S)n(C)c2C)cc1 | 0.2 | -0.3 | -3.6 | 2.4
COc1ccc(-c2nnc(SCC(=O)NC3CCCCC3)n2-c2ccccc2)cc1 | -4.8 | -0.1 | 15.3 | -0.1
Cc1ccc(CSc2nc3ccsc3c(=O)n2Cc2ccccc2Cl)cc1 | -0.8 | 0.1 | 5.5 | -1.4
CCOC(=O)Cc1cc(C(=O)OCC)sc1C | -8.0 | 0.1 | -6.0 | 0.0
CCOc1ccccc1-c1nc(-c2ccc(OC)c(OC)c2)no1 | -14.1 | -0.2 | 7.3 | -1.2
CCCNC(=O)CSc1nnc2c3ccccc3n(C)c2n1 | 3.1 | 0.1 | 13.4 | -0.5
O=C(COc1ccccc1Br)Nn1c(SCc2cccc([N+](=O)[O-])c2)nc2ccsc2c1=O | -8.9 | -0.1 | 3.3 | 1.3
O=C(NC(=O)C(Cl)(Cl)Cl)Nc1ccc(Br)cc1 | 7.8 | 0.0 | -4.8 | -0.3
COc1ccc(-c2nc(Nc3ccc(N4C(=O)c5ccc(Cl)cc5C4=O)c(C)c3)c3ccccc3n2)cc1OC | -3.3 | 0.0 | -6.7 | -0.6
CCCNC(=O)C(CC)n1c2ccccc2c2nc(=O)cc(C)n21 (stereo not given) | -7.2 | 0.0 | 43.0 | -0.3
CC(C)CC(=O)Nc1ccc(-c2cn3ccccc3n2)cc1 | 40.6* | 0.0 | 6.7 | -3.0
Cc1cc(C(=O)COC(=O)c2ccc(Cl)cc2N)c(C)n1CC1CCCO1 (stereo not given) | -55.4 | 0.2 | 4.7 | -0.9
CCOc1cc(/C=C\c2nc(O)c([N+](=O)[O-])c(=O)[nH]2)ccc1OC(C)C | 0.7 | 0.4 | 7.5 | -0.1
Cc1nccn1CCCNCc1c(C(=O)N2CCCCCCC2)nc2ccc(Cl)cn12 | 2.3 | -0.2 | -11.6 | -0.6
COc1ccc(C(=O)Nn2c(CC(C)C)nc3cc(OC)c(OC)cc3c2=O)c(OC)c1 | 1.8 | 0.0 | -1.1 | 1.7
C/C(=C/C(=O)c1cccnc1)Nc1cc(C)ccc1Cl | 2.5 | -0.3 | 7.5 | 1.6
CC(C)c1ccc(/C=C2N=C(/C=C/c3ccc(Cl)cc3)OC/2=O)cc1 | 0.5 | -0.1 | 7.7 | -0.6
Cc1cc(C)c(C(=O)NCC2CCN(C3CCCC3)CC2)c(C)c1 | 0.5 | 0.1 | 18.2 | -1.2
CCOC(=O)C1CCN(C(=O)C(C)Oc2ccc(Br)cc2)CC1 (stereo not given) | -0.6 | 0.2 | 13.7 | -0.2
O=C1CCCN1c1ccc([N+](=O)[O-])cc1[N+](=O)[O-] | -3.5 | -0.1 | -0.1 | -0.9
CCSc1nnc2c(n1)OC(c1ccc(N(CC)CC)cc1)N(C(C)=O)c1ccccc1-2 (stereo not given) | 10.2 | 0.2 | 23.5 | 0.3
Cc1cnc(C)c(-c2ccc3c(c2)CC(CNC(=O)CCc2ccc4c(c2)OCO4)O3)n1 (stereo not given) | -6.3 | -0.1 | -10.6 | 1.5
COC(=O)C1C(=O)NC(SCC(=O)Nc2ccc(F)cc2)=C(C#N)C1c1ccccc1OC (stereo not given) | 0.2 | -0.2 | 16.3 | 2.7
CCC(=O)Nc1nnc(SC(C)C(=O)Nc2c(C)cc(C)cc2C)s1 (stereo not given) | 2.3 | 0.1 | 14.8 | 0.0
Next results
SMILES | TEAD-YAP block | FBW7 activator | MITF primary | GPR151 ag
CC(Sc1nc2ccccc2[nH]1)C(=O)N/N=C/c1cc(Br)ccc1O (stereo not given) | . | . | 15.6 | -2.7
CN(C)c1ccc(/C=N/N=C2\C(=O)Nc3ccccc32)cc1[N+](=O)[O-] | -0.4 | 0.1 | 32.8 | -0.2
CCCCOc1ccc(C2C(C(C)=O)=C(C)Nc3sc(C#N)c(N)c32)cc1 (stereo not given) | 7.7 | 0.0 | 3.3 | 0.3
Cc1nc2c(c(C)nn2C)c(C)c1CCC(=O)N1CCCCC1 | 6.7 | -0.1 | 1.7 | 0.1
O=C(Cc1ccccc1)NC(N1CCCC1)C(Cl)(Cl)Cl (stereo not given) | -2.9 | -0.3 | -8.6 | 2.8
Cc1ccc(NC(=O)N2CCOc3ccccc32)cc1F | -5.5 | 0.0 | 3.7 | -0.7
O=C(Cc1ccc(Cl)cc1)NCC(=O)N1CCCCCC1 | -5.2 | 0.3 | 16.4 | -0.4
OCCN1CCN(c2ncnc3c2c(-c2ccccc2)cn3-c2ccc(Br)cc2)CC1 | 8.9 | 0.6 | 8.4 | -2.0
CC(C)(C)C(=O)Cn1c(NCCO)nc2ccccc21 | 4.9 | 0.0 | -7.6 | 1.7
COc1ccccc1N(CC(O)CN(Cc1ccccc1)Cc1ccccc1)S(=O)(=O)c1ccccc1 (stereo not given) | -2.4 | 0.2 | 12.9 | 0.5
CCOc1ccc(-n2nc(C(=O)Nc3ccccc3C(=O)OC)c3ccccc3c2=O)cc1 | -4.8 | 0.3 | 8.9 | -0.5
Cc1sc2nc(SCC(=O)NC(C)(C)C)[nH]c(=O)c2c1C | 6.4 | -0.1 | 8.7 | 1.1
CCN(CCn1cccn1)C(=O)CC1C(=O)NCCN1CCC(C)C (stereo not given) | 7.0 | -0.1 | -5.6 | -0.8
COc1cc(C2SCC(=O)N2CCc2ccc(OC)c(OC)c2)ccc1O (stereo not given) | -2.6 | 0.3 | -7.1 | 0.7
COC(=O)c1ccccc1NC(=O)CSc1nnc(NC(=O)c2cccc(C)c2)s1 | -39.1 | 0.0 | -1.7 | -0.6
O=C(N/N=C\c1ccccn1)c1cncc(Br)c1 | -1.3 | -0.9 | 12.3 | -1.3
Cc1ccc(S(=O)(=O)N2Cc3ccccc3CC2C(=O)N(C)C)cc1 (stereo not given) | 0.7 | -0.1 | 10.0 | 0.6
COc1cccc(CNC(=O)C2CCCN(c3ccc(-n4cccn4)nn3)C2)c1 (stereo not given) | 5.6 | -0.8 | 11.2 | 3.7
NC(=O)c1ccc(NC(=O)CN2CCC(Cc3ccccc3)CC2)cc1 | -3.9 | 0.0 | -12.3 | 4.1
Oc1ccc(/C=N/NC2=NCCCCC2)c(O)c1 | 22.1 | 0.0 | 22.2 | -3.1
O=C(CCN1Cc2ccccc2OC(c2ccccc2F)C1)NCCCn1cccn1 (stereo not given) | -4.8 | -0.1 | -1.8 | 2.1
CC(=O)Nc1ccc(NC(=O)CC2SC(=Nc3ccccc3)NC2=O)cc1 (stereo not given) | 8.3 | -0.1 | 1.4 | 0.6
O=c1oc(-c2ccccc2)nc2c1oc1ccccc12 | -7.0 | 0.0 | -1.1 | 1.2
C[C@@H]1CN(Cc2ccco2)[C@H](C)CN1CC(=O)Nc1nncs1 | 4.8 | -0.1 | 0.5 | -0.1
CCc1ccc(/C=N/NC(=O)c2cc(C)[nH]n2)cc1 | -40.8 | -0.2 | -7.0 | 1.0
(more compounds)
SMILES | TEAD-YAP block | FBW7 activator | MITF primary | GPR151 ag
CCc1cccc(CC)c1NC(=O)CSc1nnc(C)c(C)n1 | -6.8 | 0.0 | 3.3 | 1.6
C1CCCN(c2nc3nonc3nc2NCCCN2CCOCC2)CC1 | 2.5 | -0.1 | 13.3 | -0.1
O=C(NCc1ccccc1)c1cc(-c2cccc(Cl)c2)on1 | 10.6 | -0.1 | -13.0 | 0.4
Cc1ccc(OCC(=O)NNC(=O)CCc2ccccc2)c(Br)c1 | -5.2 | 1.1 | 10.7 | -0.5
CCN1C(=O)/C(=C/c2c(NCCOCCO)nc3ccccn3c2=O)SC1=S | -0.6 | -0.1 | 3.2 | -0.1
CC(=O)c1ccc(OCc2cc(C(=O)N(C)CCN3CCOCC3)no2)cc1 | 1.3 | 0.5 | 6.3 | -0.8
CCOC(=O)CCC(=O)Nc1ccc(S(=O)(=O)N2CCCCC2)cc1 | -5.6 | 1.4 | 14.9 | -0.1
Cn1c(=O)c2c(SCC(=O)N3CCc4ccccc43)nc(-c3ccco3)nc2n(C)c1=O | -4.8 | 0.3 | 15.7 | 0.6
C/C(=N\NC(=Nc1ccccc1)c1ccccn1)c1ccccn1 | -43.6 | -0.3 | 26.5 | -1.8
Cc1cc2c(o1)c1cnn(C(C)C(=O)O)c(=O)c1n2C (stereo not given) | 1.6 | -0.1 | -0.9 | 1.2
Cc1cc[n+](CC(=O)N2CCCc3ccccc32)cc1 | -1.0 | 0.9 | 7.0 | 2.0
C=CCOc1ccc(/C=C2\C(=O)NC(=O)N(c3ccc(C(=O)O)cc3)C2=O)cc1OC | 6.0 | -0.3 | 0.9 | 0.1
COc1cc(C#N)ccc1OCc1ccc(C(=O)O)cc1 | -16.6 | -0.1 | 1.4 | 1.2
Cc1cc(F)ccc1S(=O)(=O)Nc1cc2c3c(c1)CCN3C(=O)CC2 | -15.3 | 0.3 | 8.3 | -0.4
O=C(NNS(=O)(=O)c1ccccc1[N+](=O)[O-])c1ccc(-c2ccccc2)cc1 | 4.3 | -0.2 | -15.2 | -0.9
CC(=O)Nc1ccc(N2CCOCC2)cc1 | -9.4 | 0.0 | -5.3 | 1.3
Cc1cc(OCC(=O)NC2CCCC2)ccc1Br | -16.4 | 0.0 | -6.0 | -0.9

Screening results as filed in PubChem.
